Mito fusion yeast = inhibitors of mitochondrial division or activators of mitochondrial fusion. S. cerevisiae fusion-defective mutant growth rescue, CellTiterGlo 48 h. 320,000 compounds, 0.23% hits. Potency, µM (top dose mostly 46.1 µM), for inactives: top-dose growth rescue (activation), most hits filed as activators;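 further: potency means the concentration at half of the fitted maximal effect; % of control where 0% means no effect; nearly all actives have a fitted effect of over 45% in size; temperature-sensitive fusion mutants such as fzo1-1 at 37 °C on non-fermentable ethanol glycerol medium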
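Yeast fusion mutant, YPEG (non-fermentable carbon), compound, 48 h at 37C non-permissive; CellTiterGlo added, 10 min RT, luminescence read. Rescued growth = division inhibition.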
VP16 counter = inhibits Gal4-VP16 luciferase reporter, ROR gamma counter-screen | Drosophila S2 Gal4-VP16 UAS-luciferase, luminescence, 20 h | Potency, µM (titrated, usually from 53.6 µM), for the others: at the highest dose activity, negative = inhibition, usual class: inhibitors | 310,000 compounds, 3.5% hits;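 further: Gal4-VP16 expression switched on by copper sulfate through the metallothionein promoter; potency means the concentration at half of the fitted maximal effect; on the % scale 0 is the no-effect control and ±100 the full control effect; nearly all actives have a fitted effect of over 50% in size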
FLuc modulator = counter-screen for miR-21 project: firefly luciferase inhibitors or activators | P08659 | purified FLuc, Km substrates, luminescence inhibition | Potency, µM (highest dose often 57.5 µM), without a hit: at the highest dose activity change, negative = inhibition, most hits filed as inhibitors | 360,000 compounds, 6.9% hits | AID 588342;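 further: potency means the concentration at half of the fitted maximal effect; plate controls were vehicle for no effect and reference inhibitor for full effect; nearly all actives have a fitted effect of over 55% in size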
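Purified P. pyralis luciferase (10nM final) with 10uM D-luciferin and 10uM ATP (Km levels) in 50mM Tris acetate pH 7.5, 10mM Mg acetate, 0.01% Tween-20, 0.05% BSA; qHTS 6-point titration, ~60 µM downward; luminescence read.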
NPC1 prom act = activators of NPC1 promoter; Huh7 NPC1 promoter luciferase reporter, 24 h; Potency, µM (series often up to 9.22 µM), for the others: at the highest dose activation, hits mostly activators; 320,000 compounds, 2.4% hits;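 further: potency means the concentration at half of the fitted maximal effect; % of control where 0% means no effect; nearly all actives have a fitted effect of over 60% in size; reporter is driven by a mutant NPC1 promoter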
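Stable NPC1-promoter luciferase Huh7 line; cpd (DMSO) 24 h, 37 °C, 5% CO2; Amplite luciferase reagent 10 min RT; luminescence readout. qHTS format.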
ELG1 DNA repair = inhibitors of ELG1-dependent DNA repair in HEK293T cells; AID 504467; HEK293T ELG1-luciferase reporter, luminescence, 16 h; DNA damage induced by 5-fluorouridine; Potency, µM (highest dose often 46.1 µM), inactives show at the top dose activity change, negative = inhibition, hits mostly inhibitors; 330,000 compounds, 2.3% hits; further: potency means the concentration at half of the fitted maximal effect; on the % scale 0 is the no-effect control and ±100 the full control effect; nearly all actives have a fitted effect of over 55% in size
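Cells (2,000 per well) received 5-fluorouridine plus test compound or DMSO and were incubated 16 hr at 37 °C, 5% CO2. Luciferase activity was read by luminescence 30 min after ONE-Glo addition; signal suppression marked inhibition of damage-induced ELG1 function.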
MBNL1 CUG block = MBNL1-poly(CUG) RNA binding inhibition; Potency, µM (top dose mostly 57.5 µM), for the others: at the highest dose activity change, negative = inhibition, most hits filed as inhibitors; AID 2675; 280,000 compounds, 0.036% hits; TR-FRET MBNL1-His/biotin-(CUG)12 binding, 665/545 ratio; active means well fitted inhibition curve with a large enough effect in the signal ratio, with a control signal flat, not every such curve was filed as active; inconclusive means small, poorly fitted or top-dose-only effect, or effect the other way, or a change in a side signal; inactive means no such curve, though single readings can be large or run the other way; the % refers to the signal ratio; further: potency means the concentration at half of the fitted maximal effect; on the % scale 0 is the no-effect control and ±100 the full control effect
Target sequence (Q9NR56 whole entry, looked up): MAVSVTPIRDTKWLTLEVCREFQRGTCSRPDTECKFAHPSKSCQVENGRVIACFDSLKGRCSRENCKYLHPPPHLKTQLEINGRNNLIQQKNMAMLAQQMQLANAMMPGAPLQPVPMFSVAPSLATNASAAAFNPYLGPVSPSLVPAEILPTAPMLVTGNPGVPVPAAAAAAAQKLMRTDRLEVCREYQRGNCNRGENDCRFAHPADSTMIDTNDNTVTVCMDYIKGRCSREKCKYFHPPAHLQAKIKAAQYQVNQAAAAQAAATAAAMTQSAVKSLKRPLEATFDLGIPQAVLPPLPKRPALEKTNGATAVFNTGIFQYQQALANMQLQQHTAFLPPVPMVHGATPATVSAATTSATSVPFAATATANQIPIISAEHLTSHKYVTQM
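Compounds (final 92 nM to 58 uM) are added to His-tagged MBNL1 and biotin-(CUG)12, then terbium anti-His antibody and streptavidin-XL665 (5 nM final). After 60 min at room temperature, the 665/545 nm ratio is read.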
RORg inh = inhibitors of mouse ROR gamma transcriptional activity. P51450. Drosophila S2 Gal4-RORgamma UAS-luciferase reporter, 20 h. Potency, µM (series often up to 53.6 µM), for the others: at the highest dose activity change, negative = inhibition, actives largely listed as inhibitors. 310,000 compounds, 5.4% hits; further: potency means the concentration at half of the fitted maximal effect; on the % scale 0 is the no-effect control and ±100 the full control effect; nearly all actives have a fitted effect of over 60% in size
Target sequence (P51450 whole entry, looked up, the tested form may be a part): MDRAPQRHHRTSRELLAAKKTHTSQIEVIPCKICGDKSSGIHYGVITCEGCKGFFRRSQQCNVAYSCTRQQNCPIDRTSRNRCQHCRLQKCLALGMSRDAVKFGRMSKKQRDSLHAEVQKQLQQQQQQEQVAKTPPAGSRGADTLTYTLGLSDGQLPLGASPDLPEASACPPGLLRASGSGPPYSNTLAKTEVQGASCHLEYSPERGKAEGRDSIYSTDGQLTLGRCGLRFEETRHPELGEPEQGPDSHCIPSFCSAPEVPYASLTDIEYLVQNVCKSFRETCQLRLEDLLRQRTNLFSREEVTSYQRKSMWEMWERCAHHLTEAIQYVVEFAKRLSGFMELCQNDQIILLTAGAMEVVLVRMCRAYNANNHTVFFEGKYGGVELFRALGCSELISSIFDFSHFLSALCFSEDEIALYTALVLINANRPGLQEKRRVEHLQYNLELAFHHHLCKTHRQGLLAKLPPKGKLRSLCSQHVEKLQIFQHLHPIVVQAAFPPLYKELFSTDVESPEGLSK
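A Gal4/UAS one-hybrid system in insect cells: metallothionein-promoter Gal4–ROR gamma fusion plus Photinus luciferase reporter. Copper sulfate 700 uM final, 20 hr ambient incubation, luminescent detection after 10 min with reagent.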
KCNH2 3.1 inh = KCNH2 3.1 (human) potassium channel inhibition; activity change, % (tested at about 1.8 µM); AID 720553; 340,000 compounds, 0.95% hits; U2OS KCNH2 3.1, thallium flux FluxOr; stronger effect = lower value;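 active means maximum activity change below -70%; inconclusive means maximum activity change from -70% to -50%; inactive means maximum activity change above -50%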;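 further: thallium influx rate constant from kinetic fluorescence after stimulation buffer; on the % scale 0 is the no-effect control and ±100 the full control effect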
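Virally transduced U2OS (3.1 isoform, 4 h infection in dark at RT) → overnight 37 C → FluxOr + Red40 in HBSS/HEPES, 45 min → stimulation buffer, 2 min kinetic read → rate constant vs DMSO controls.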
Menin-MLL TR inh = menin-MLL binding inhibition, Texas Red mutant peptide; O00255; Potency, µM (series often up to 61.6 µM), for the others: top-dose FP activity change, negative = inhibition, actives largely listed as inhibitors; 270,000 compounds, 0.23% hits; Menin + Texas Red MLL mutant peptide, fluorescence polarization; active means well fitted inhibition curve with a large enough effect in the polarisation, with a control signal flat, not every such curve was filed as active; inconclusive means small, poorly fitted or top-dose-only effect, or effect the other way, or a change in a side signal; inactive means no such curve, though single readings can be large or run the other way; the % refers to the polarisation; further: potency means the concentration at half of the fitted maximal effect; % of control where 0% means no effect; many of its hits are not listed in these tables
Rab9 promoter act = activators of Rab9 promoter; Potency, µM (top dose mostly 9.22 µM), inactives show at the top dose activation, negative = inhibition, hits mostly activators; Huh7 Rab9 promoter-luciferase reporter, luminescence, 24 h; 320,000 compounds, 2.8% hits; further: potency means the concentration at half of the fitted maximal effect; % of control where 0% means no effect; nearly all actives have a fitted effect of over 60% in size
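Luminescence from Amplite-detected luciferase (10 minutes, ambient) reports Rab9 promoter activation. Before that, stable Rab9-luciferase Huh7 cells (1500/well, reduced-serum OP-MEM I plus 10% FBS) were exposed to compound for 24 hours at 37C.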
PKM2 activator = PKM2 (human) enzyme activation | P14618 | purified PKM2, Kinase-Glo ATP luminescence, activation; response scale: 0% is enzyme alone, no compound | Potency, µM (highest dose often 57.5 µM), without a hit: at the top dose activation, hits mostly activators | 260,000 compounds, 0.34% hits | AID 1631; further: potency means the concentration at half of the fitted maximal effect; on the % scale 0 is the no-effect control and ±100 the full control effect; nearly all actives have a fitted effect of over 55% in size
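ATP formation by purified human PK-M2, quantified via coupled luciferase luminescence after 1 h at room temperature with 0.1 mM ADP and 0.5 mM PEP final.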
* = called active by the depositor; ? = inconclusive; nt = no result given; [ ] = dose if it differs, or a comment. Unless noted, the call rests on the fitted dose curve; in most records, active means well fitted curve in the direction sought with a large enough effect; inconclusive means small, poorly fitted or top-dose-only effect, or another doubt; inactive means no such curve, though single readings can be large; an effect the other way counts as inactive or inconclusive.

SMILES	Mito fusion yeast	VP16 counter	FLuc modulator	NPC1 prom act	ELG1 DNA repair	MBNL1 CUG block	RORg inh	KCNH2 3.1 inh	Menin-MLL TR inh	Rab9 promoter act	PKM2 activator
CCOc1ccc(NC(=O)CN(Cc2ccccc2)S(C)(=O)=O)cc1	-1%	-9%	-2%	1%	11%	12%	-16%	9	5%	4%	-4%
O=C(NCCc1ccccc1)C1CCN(S(=O)(=O)N2CCC3(CC2)OCCO3)CC1	-7%	?	-2%	-2%	-6%	4%	2%	-2	9%	2%	18%
Cc1ccc(CNC(=S)N2CCOCC2)cc1	-8%	-10%	-1%	-2%	-1%	-4%	-17%	-8	-8%	-5%	5%
Cc1ccc(-c2[nH]c(=S)[nH]c(=O)c2C#N)cc1	3%	1%	-16%	0%	2%	25%	1%	29	14%	-1%	0%
O=C(N/N=C/c1ccc(Br)o1)c1cccnc1	-5%	?	0%	-2%	1%	?	-37%	3	-15%	-4%	1%
C/C(=N\NC(=O)CNc1cccc(Cl)c1C)C1CC1	0%	-1%	3%	-11%	7%	-3%	-14%	0	-1%	0%	1%
CC1CCC(NC(=O)Cn2c(=O)oc3ccccc32)CC1 (stereo unspecified)	1%	0%	0%	0%	6%	8%	-10%	3	nt	-7%	-3%
CS(=O)(=O)c1ccc2nc(NC(=O)c3ccc(N4CCCC4=O)cc3)sc2c1	1%	-8%	1%	-2%	-12%	?	34%	-6	nt	-7%	-33%
O=C1CSC(c2ccccn2)N1Cc1cn2ccccc2n1 (stereo unspecified)	1%	-8%	-1%	1%	3%	5%	?	2	-9%	3%	2%
CN(C)CCCN(C(=O)c1cc(-c2cccs2)nc2ccccc12)c1nc2ccc(F)cc2s1	-26%	?	-1%	1%	?	13%	?	-38	nt	-1%	-1%
OCCC1CN(Cc2cccc3c2OCO3)CCN1Cc1ccccc1 (stereo unspecified)	-2%	-10%	1%	-2%	-4%	-3%	1%	-14	0%	11%	-1%
N/C(=N\OC(=O)c1ccc(Cl)cc1)c1ccn[nH]1	2%	?	3µM*	1.3µM*	?	2%	14µM*	9	nt	1.6µM*	-27%
CCOC(=O)c1sc(Nc2nc(C)cc(C)n2)nc1C	2%	9%	-2%	-29%	?	7%	5%	-19	nt	-27%	17%
O=C(O)C1CCCCC1C(=O)Nc1ccc2c(c1)OCO2 (stereo unspecified)	-2%	-9%	-2%	-29%	?	-1%	2%	9	4%	2%	nt
CC(C)CN(C(=O)c1cccc(Cl)c1)c1c(N)n(Cc2ccccc2)c(=O)[nH]c1=O	-3%	nt	-2%	-5%	-1%	nt	nt	7	nt	-4%	nt
COc1cccc(NC(=O)CN(C)C(=O)c2cc3c(s2)CCCCC3)c1	24%	nt	?	0%	16%	nt	nt	2	nt	-4%	nt
O=C(Cn1c(=O)oc2cc(S(=O)(=O)N3CCCCCC3)ccc21)NC1CCCCCCC1	3%	5%	1%	2%	0%	6%	0%	10	-7%	-5%	-1%
CC(=O)c1ccc(N2CCN(CC(O)c3ccccc3)CC2)cc1 (stereo unspecified)	2%	1%	5%	-8%	-5%	0%	-14%	-2	-1%	-2%	nt
COc1ccc(NC(=O)CCS(=O)(=O)c2ccccc2Cl)cc1S(=O)(=O)Nc1ccc(Cl)cc1	-3%	10%	1%	-16%	?	-4%	37%	2	?	-14%	0%
COc1ccc(CNCC(O)(c2ccccc2)c2ccc(F)cc2)cc1 (stereo unspecified)	-30%	?	-1%	1%	0%	0%	16%	-75*	-23%	-5%	nt
CCCCCN(C(=O)CCC(=O)OCC(=O)c1ccc(F)c(F)c1)c1c(N)n(CCCC)c(=O)[nH]c1=O	-9%	nt	-3%	-2%	11%	nt	nt	4	nt	-5%	nt
CCOc1ccc(NC(=O)CN(C)C(=O)c2cc(S(=O)(=O)N(C)C)ccc2N2CCCC2)cc1OCC	5%	nt	3%	2%	-6%	nt	nt	-9	nt	1%	nt
Cc1nn(CC(=O)Nc2cccc(C(F)(F)F)c2)c(=O)c2cccn12	3%	0%	1%	0%	9%	3%	-2%	-1	nt	2%	nt
Cc1cccc(CSc2nnc(C)c(=O)n2N)c1	0%	-1%	5%	-2%	13%	15%	14%	10	1%	-6%	10%
CC(C)(C)c1cc(C(=O)N/N=C/c2cc3c(cc2Br)OCO3)n[nH]1	-1%	-6%	-6%	-11%	4%	9%	5%	-9	nt	-2%	nt
CSCCC(NS(=O)(=O)c1ccc(C)cc1)C(=O)N1CCCCCCC1 (stereo unspecified)	6%	nt	-1%	-2%	1%	nt	nt	3	nt	-5%	nt
Cc1ccccc1C(=O)Nc1ccc(C(=O)N/N=C/c2ccncc2)cc1	0%	7%	-17%	7%	?	11%	-3%	1	-1%	1%	0%
COc1cccc(NC(=O)c2ccc(NS(=O)(=O)c3cccs3)cc2)c1	7%	nt	-15%	0%	1%	nt	nt	8	nt	-4%	nt
Cc1cnc(C(=O)OCc2ccc(COC(=O)c3cnc(C)cn3)cc2)cn1	3%	6%	5%	-1%	12%	0%	-19%	-2	-4%	-6%	7%
CCn1cc(/C=N/NS(=O)(=O)c2ccc(C)cc2)c(C)n1	-4%	-6%	-2%	0%	4%	-14%	?	-2	-6%	-1%	-14%
CC1(C)CC(=O)C2=C(C1)N=C1SCCC(=O)N1C2c1ccc(C(F)(F)F)cc1 (stereo unspecified)	-15%	-2%	1%	6%	14%	7%	?	-1	-1%	2%	3%
Cc1[nH]n(-c2ccccc2)c(=O)c1N=Nc1ccc2c(c1)OCCO2	2%	28%	6µM*	?	?	1%	23%	-1	?	4µM*	-5%
Cc1ccccc1-c1nnc(Cc2ccccc2)o1	-1%	18%	11µM*	4µM*	?	-4%	-5%	1	-7%	4µM*	-6%
Cc1ccc(NC(=O)c2c(C(F)(F)F)nn(C)c2Cl)cc1C	5%	-1%	-3%	2%	7%	8%	19%	7	-7%	7%	-5%
O=C(c1coc2ccc(O)cc12)C1CC1	-3%	7%	-19%	-3%	13%	-7%	23%	-10	-1%	4%	1%
COC(=O)c1sc(NC(=O)CSc2n[nH]c(N)n2)c(C(=O)OC)c1C	0%	6%	-9%	2%	-3%	nt	8%	11	32%[activator]	8%	0%
COC(=O)[C@H](Cc1c[nH]c2ccccc12)NC(=O)NCc1ccc(OC)c(OC)c1	3%	-7%	-3%	-3%	7%	-4%	9%	17	0%	4%	nt
O=C(CN(C1CCCCC1)S(=O)(=O)c1ccc(F)cc1)NCCCO	-4%	3%	-1%	0%	1%	-5%	-8%	-3	6%	12%	-4%
Cc1ccc(NC(=O)c2cc3ccccc3o2)nc1	9%	nt	1.9µM*	4µM*	?	nt	nt	-11	nt	3.2µM*	nt
CCC(=O)c1ccc(N2CCN(C(=O)c3ccc(F)cc3)CC2)c(F)c1	0%	?	0%	-4%	-19%	-1%	?	-30	?	-16%	3%
CSc1ncc2c(=O)[nH]c(-c3ccccc3)nc2n1	7%	3%	?	-2%	5%	-1%	?	11	?	0%[1.84 µM]	nt
Cc1cccc(-n2c(C)cc(C)c(C#N)c2=O)c1	-4%	-2%	?	0%	?	-10%	11%	-4	-10%	11%	-4%
COC(=O)Cc1ccc(OC(=O)CCS(=O)(=O)c2ccc(Cl)cc2)cc1	-1%	nt	1%	-2%	5%	nt	nt	3	nt	-2%	nt
COC(=O)c1cc(OC)c(OC)cc1NC(=S)N1CCN(C/C=C/c2ccccc2)CC1	16%	-12%	-1%	0%	?	-1%	-29%	-12	0%	-1%	-3%
CCc1ccc(NC(=O)c2ccc3ncsc3c2)cc1	-24%	-6%	2.7µM*	1.4µM*	?	-7%	10%	nt	35%[activator]	3.5µM*	1%
Nc1nc(N2CCOCC2)n[nH]1	-3%	0%	-1%	-8%	-11%	nt	21%	26	5%	0%	-1%
O=C(c1cc(-c2ccc(O)cc2)on1)N1CCCc2ccccc21	17%	-11%	17µM*	12%	?	5%	-32%	-6	4%[11.7 µM]	17%	5%
O=C(NCN1CCc2ccccc2C1)c1cnccn1	-1%	-19%	6%	-2%	5%	3%	?	4	-5%	-2%	2%
CCOc1ccc(C2NC(=O)NC(C)=C2C(=O)OC)cc1C (stereo unspecified)	2%	12%	?	-2%	1%	2%	-21%	-16	nt	-7%	4%
COc1cc(NC(=O)COn2nnc3ccc(S(C)(=O)=O)cc32)cc(OC)c1	6%	22%	-1%	-29%	-15%	nt	?	-9	6%	1%	5%

Bioassay records deposited in PubChem by National Center for Advancing Translational Sciences (NCATS).

The list is partial; rates above refer to the full screens.
